SW480 rerep – A quantitative high throughput screen for small molecules that induce DNA re-replication in SW480 colon adenocarcinoma cells | 340,000 tested, 1.8% active | SW480 DNA re-replication, Hoechst DNA content imaging, 48 h | Potency, µM (titrated, usually from 46.1 µM), without a hit: at the highest dose re-replication activation, most hits filed as activators; note: % of control where 0% means no effect; nearly all actives have a fitted effect of over 55% in size
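First, 250 cells per well were seeded. Next, compound or vehicle (23 nL) was pinned in, plates sat 48 hr at 37 C. Finally Hoechst was added for 40 min before fluorescence scanning.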
HT1080-NT tox – qHTS for induction of synthetic lethality in tumor cells producing 2HG: qHTS for the HT-1080-NT fibrosarcoma cell line; HT-1080-NT fibrosarcoma viability, CellTiter-Glo ATP luminescence, 48 h; AID 686970, 2013; Potency, µM (doses to about 46.1 µM), for the others: at the top dose activity, negative = less viability, actives largely listed as cytotoxic; 360,000 tested, 1.6% active;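 note: NT is the 2HG producing partner of a matched IDH1 knockdown line; 0% = DMSO-treated cells and -100% = media-only wells without cells; nearly all actives have a fitted effect of over 55% in size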
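Compounds were tested in concentration-response format on HT-1080-NT cells for 48 hours at 37 degrees C. Cell viability came from CellTiter-Glo luminescence; curves were classified by r2, response magnitude and activity.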
HT1080 IDH1KD tx – qHTS for induction of synthetic lethality in tumor cells producing 2HG: qHTS for the HT-1080-IDH1KD cell line; HT-1080 IDH1 knockdown viability, ATP luminescence, 48 h; Potency, µM (titrated, usually from 46.1 µM), inactives show top-dose activity, negative = toxicity, hits mostly cytotoxic; 360,000 tested, 2% active; AID 686971, 2013;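 note: 0% = DMSO wells and -100% = cell-free medium wells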
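In this qHTS, HT-1080 cells depleted of IDH1 are exposed for 48 h at 37 °C to compound titrations. Toxicity is scored from CellTiter-Glo luminescence, with DMSO as full viability and medium alone as none.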
GLP1R inv ag – qHTS of GLP-1 Receptor Inverse Agonists (Inhibition Mode) | Glucagon-like peptide 1 receptor (Homo sapiens), P43220 | HEK293 GLP-1R CRE-luciferase, luminescence, 24 h; GLP-1R form is constitutively active | Potency, µM (titrated, usually from 38.3 µM), for inactives: top-dose activity change, negative = inhibition, actives largely listed as inhibitors | 410,000 tested, 1.6% active; note: % is set by controls: 0 for no effect and ±100 for the full control effect; nearly all actives have a fitted effect of over 55% in size
Target sequence (P43220 whole entry, looked up): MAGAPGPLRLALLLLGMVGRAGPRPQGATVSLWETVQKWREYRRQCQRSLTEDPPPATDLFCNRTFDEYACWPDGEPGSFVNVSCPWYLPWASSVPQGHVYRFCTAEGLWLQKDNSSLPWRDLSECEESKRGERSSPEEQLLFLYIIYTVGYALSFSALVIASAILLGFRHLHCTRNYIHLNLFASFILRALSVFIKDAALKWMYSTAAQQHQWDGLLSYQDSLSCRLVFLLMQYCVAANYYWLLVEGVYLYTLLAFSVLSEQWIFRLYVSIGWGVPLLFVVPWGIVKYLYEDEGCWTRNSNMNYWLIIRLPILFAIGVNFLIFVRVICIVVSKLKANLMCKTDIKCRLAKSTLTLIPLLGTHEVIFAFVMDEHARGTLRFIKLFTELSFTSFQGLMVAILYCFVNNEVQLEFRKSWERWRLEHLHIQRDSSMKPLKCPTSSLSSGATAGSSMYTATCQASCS
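Luminescence readout: a drop in cAMP-driven luciferase signal flags inverse agonism at a constitutively active GLP-1R stably expressed in HEK293. Compound exposure lasted 24 hr at 37 deg C, 5% CO2.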
KB-V1 cytotox – qHTS assay for MDR1-selective chemotherapeutics: Primary screen using the drug-selected MDR subline cells KB-V1. KB-V1 MDR cells viability, CellTiter-Glo, 72 h. 400,000 tested, 3.4% active. Potency, µM (highest dose often 46.1 µM), without a hit: top-dose activity change, negative = cytotoxicity, actives largely listed as cytotoxic; note: % is set by controls: 0 for no effect and ±100 for the full control effect; nearly all actives have a fitted effect of over 60% in size
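KB-V1, DMEM (no phenol red) + 10% FBS; cpd pin-transferred, titration series; 72 h, 37 degrees C; CellTiter-Glo, luminescence. Data normalized, curve-fit.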
HEK293 tox – qHTS of GLP-1 Receptor Inverse Agonists: Cytotox Screen; HEK293 cAMP-luciferase reporter cells, luminescence, 24 h; Potency, µM (top dose mostly 38.3 µM), without a hit: at the highest dose activity change, negative = inhibition, usual class: inhibitors; 410,000 tested, 0.13% active; AID 624418, 2012;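 note: loss of luciferase light is scored as toxicity; % is set by controls: 0 for no effect and ±100 for the full control effect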
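Seeding density was 200 cells/uL; after overnight-length (12 h) culture, 23 nL compounds went on for 24 h at 37 °C. Readout used a luciferase detection reagent, luminescence taken after 12 min at room temperature.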
KB-3-1 tox – qHTS assay for MDR1-selective chemotherapeutics: Primary screen using the parental adenocarcinoma cell KB-3-1 | KB-3-1 viability, CellTiter-Glo ATP luminescence, 72 h | Potency, µM (top dose mostly 46.1 µM), without a hit: at the top dose activity change, negative = cytotoxic, actives largely listed as cytotoxic | 400,000 tested, 1.4% active; note: % is set by controls: 0 for no effect and ±100 for the full control effect; nearly all actives have a fitted effect of over 60% in size
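Luminescent ATP read-out (CellTiter-Glo) measures survival of drug-naive KB-3-1 cells after 72 h compound exposure at 37 °C. Titration series was screened from lowest to highest concentration, with DMSO vehicle plates as background controls.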
GLP-1R agonist – qHTS of GLP-1 Receptor Agonists; Glucagon-like peptide 1 receptor (Homo sapiens), P43220; Potency, µM (series often up to 45.6 µM), inactives show top-dose activation, hits mostly activators; 380,000 tested, 0.007% active; HEK293 GLP-1R CRE-luciferase, luminescence, 4-6 h; cells express a hypersensitive GLP-1R form; note: % of control where 0% means no effect
TDP-43 yeast inh – qHTS of TDP-43 Inhibitors | TDP-43 expressing yeast growth rescue, BacTiter-Glo, 24 h | Potency, µM (series often up to 46.1 µM), for the others: top-dose growth rescue (activation), actives largely listed as activators | 410,000 tested, 1.8% active; note: % of control where 0% means no effect; nearly all actives have a fitted effect of over 50% in size
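Luminescence from BacTiter-Glo reports growth of TDP-43-expressing yeast after 24 hr at 30 deg C with compound. Cells were raffinose-pregrown to mid-log, then seeded in galactose medium at OD600=0.02.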
Starred values were filed as active, the others as inactive; ? = inconclusive; nt = not tested or not shown; [ ] = dose if it differs, or a comment. Calls come from the whole dose curve; as a rule, active = well fitted curve in the direction sought with a large enough effect; inconclusive = small, poorly fitted or top-dose-only effect, or another doubt; inactive = no such curve, though single readings can be large; an effect the other way counts as inactive or inconclusive. Potency is the fitted concentration of half-maximal effect.

molecule | SW480 rerep | HT1080-NT tox | HT1080 IDH1KD tx | GLP1R inv ag | KB-V1 cytotox | HEK293 tox | KB-3-1 tox | GLP-1R agonist | TDP-43 yeast inh
CCN(CC)S(=O)(=O)c1ccc(C(=O)OCn2nnc3ccccc3c2=O)cc1 | -3% | 16% | 14% | 2% | 4% | 2% | -2% | -16% | 0%
COc1ccc(N2C(=O)CC2(/C=C/c2ccccc2OC)C(=O)NC2CCCC2)cc1 (stereo not drawn) | 1% | 0% | 0% | ? | 3.7µM* | 11% | ? | 2% | -6%
O=C(Nc1nccs1)c1ccc(-c2cccc([N+](=O)[O-])c2)o1 | -6% | 0% | -14% | 13% | -20% | 8% | 8% | 7% | 24%
Cc1ccc(C)c(Cn2nnc3c(=O)[nH]c(C4CCCN(C(=O)CC(C)C)C4)nc32)c1 (stereo not drawn) | 2% | 0%[9.24 µM] | -28% | 0% | -7% | -19% | -21% | 9% | -15%
CS(=O)(=O)N(CC(=O)NCc1ccco1)c1cc(C(F)(F)F)ccc1Cl | 12% | -3% | 11% | 2% | -21% | 2% | -1% | -2% | -15%
CCc1cc(C(=O)N2CCCC(CCC(=O)NCc3cccc(OC)c3)C2)no1 (stereo not drawn) | -9% | -14% | 8% | 5% | 0% | -5% | 1% | 10% | -1%
Cc1c(NC(=O)c2ccc(Cl)cc2)cc(C(C)C)c(O)c1S(=O)(=O)c1ccc(Cl)cc1 | nt | nt | nt | ? | -15% | -6% | 2% | 1% | 17%
COc1ccc(NC(=O)CSc2nccn2Cc2ccccc2)c(OC)c1 | 4% | 0% | 1% | -11% | ? | 15% | 2% | 14% | -20%
COc1ccc(OC)c(NC(=O)CCN2CCN(Cc3ccccc3)CC2)c1 | 3% | 6% | -1% | 0% | -27% | -20% | -1% | 5% | -17%
COc1cccc(Oc2ccc(N)cc2)c1 | 1% | 2% | -3% | 1% | -22% | 4% | 5% | -1% | 24%

Later entries.
molecule | SW480 rerep | HT1080-NT tox | HT1080 IDH1KD tx | GLP1R inv ag | KB-V1 cytotox | HEK293 tox | KB-3-1 tox | GLP-1R agonist | TDP-43 yeast inh
C/C(=N\NC(=O)c1ccco1)c1cccc2ccccc12 | -92%[inhibitor] | -6% | 7% | -16% | -7% | -5% | 6% | 10% | 1%
COCCNC(=S)N1CCC(NC(=O)c2ccco2)CC1 | -1% | 16% | 28% | 22% | 6% | 3% | 0% | 0% | -3%
Cc1c(/C=C(\C#N)C(=O)Nc2cccc(Cl)c2)c2ccccc2n1Cc1ccccc1 | nt | nt | nt | -19% | ? | -2% | ? | nt | 0%
O=c1c2ccccc2sc2c(CO)ccc(NCCN3CCCCC3)c12 | ? | -28% | ? | 10µM* | 16µM* | 7.9µM* | ? | -13% | -7%
COc1ccc(NC(=O)CN(C)C(=O)CCSc2ccc(F)cc2)cc1 | 0% | -5% | 0% | ? | ? | -4% | -17% | 8% | 13%
O=C(Nc1ccc(-c2ccccc2)cc1)c1ccc2c(c1)S(=O)(=O)c1ccccc1C2=O | -1% | -3% | 0% | 8% | 6% | -36% | -13% | 1% | 1%
COCCCNC(=O)c1ccc(-n2c(-c3ccccc3)cc3c2CCCCC3)cc1 | nt | nt | nt | -7% | 11% | -13% | -8% | nt | 20%
O=C(NCCCN1CCOCC1)C1CCN(S(=O)(=O)c2cccc(Cl)c2Cl)CC1 | -4% | 10% | 7% | ? | -5% | 6% | -1% | -4% | 11%
O=c1c2cc(Br)ccc2nc(-c2cccc(Cl)c2)n1O | ? | -22% | ? | -27% | ? | 2% | 9.2µM* | 3% | 0%
COc1ccc(N(C(C)=O)c2nc3ccccc3[nH]2)cc1 | -12% | 14% | 1% | -1% | 0% | 1% | -12% | 1% | 17%

The list continues:
molecule | SW480 rerep | HT1080-NT tox | HT1080 IDH1KD tx | GLP1R inv ag | KB-V1 cytotox | HEK293 tox | KB-3-1 tox | GLP-1R agonist | TDP-43 yeast inh
Cc1ccc[n+](CC(=O)Nc2cccc([N+](=O)[O-])c2)c1 | 1% | -4% | -2% | 6% | ? | 1% | -15% | -5% | -1%
COc1ccc(C2(c3ccc(OC)cc3)NC(=O)N(CC(=O)Nc3ccc(C(=O)N(C)C)cc3)C2=O)cc1 | ? | -1% | -4% | -27% | 7% | -2% | 0% | 1% | -3%
CCc1nc2ccc(C(=O)NCCc3c[nH]c4ccccc34)cn2c1N(C)Cc1nccn1C | nt | -10% | -7% | -4% | -3% | 2% | 0% | 2% | 11%
CC(=O)c1cccc(CN2CCC(C(=O)Nc3cccc(-c4ccn[nH]4)c3)CC2)c1 | -3% | -12% | -22% | ? | nt | -14% | nt | -36%[inhibitor] | -18%
CCOC(=O)CCCNC(=O)CCNC(=O)c1ccc(OC)cc1 | -1% | 8% | -8% | 6% | 4% | -6% | 0% | -7% | 2%
Fc1ccc2cnc(-c3ccccc3)c(-c3cccc(C(F)(F)F)c3)c2c1 | ? | -13% | -20% | ? | 0% | 6% | 0% | 4% | 14%
O=C(Nc1nnc(CCN2CCCCC2)s1)c1cccc(Cl)c1 | -72%[inhibitor] | 5% | 2% | 9% | -34% | 2% | 6% | 0% | -24%
CCSc1nnc(NC(=O)COc2ccc(Cl)cc2)s1 | -82%[inhibitor] | 3% | 14% | -4% | 1% | 1% | ? | -3% | 18%
O=S(=O)(CCN1C=CC(C(F)(F)F)=NCC1)c1ccc(F)cc1 | 1% | 15% | 13% | 9% | 19% | -4% | -2% | 18% | -12%
O=C(NC(=S)Nc1ccccc1O)c1cccnc1 | ? | -11% | -21% | 0% | -1% | -25% | ? | -3% | 0%

Fetched one by one from above:
molecule | SW480 rerep | HT1080-NT tox | HT1080 IDH1KD tx | GLP1R inv ag | KB-V1 cytotox | HEK293 tox | KB-3-1 tox | GLP-1R agonist | TDP-43 yeast inh
Cc1ccc[n+](CC(=O)Nc2cccc([N+](=O)[O-])c2)c1 | 1% | -4% | -2% | 6% | ? | 1% | -15% | -5% | -1%
O=C(Nc1nnc(CCN2CCCCC2)s1)c1cccc(Cl)c1 | -72%[inhibitor] | 5% | 2% | 9% | -34% | 2% | 6% | 0% | -24%

New compounds follow.
molecule | SW480 rerep | HT1080-NT tox | HT1080 IDH1KD tx | GLP1R inv ag | KB-V1 cytotox | HEK293 tox | KB-3-1 tox | GLP-1R agonist | TDP-43 yeast inh
COc1ccc(/C=N/Nc2cc(C)nc(N3CCOCC3)n2)cc1OC | -3% | -3% | -13% | 46%[activator] | 0% | -1% | ? | 26% | 0%
COc1ccc(S(=O)(=O)NCC2CCCN(C(=O)CN3CCCCC3)C2)cc1 (stereo not drawn) | 6% | 8% | 4% | -15% | 23% | 7% | 0% | -5% | 3%
O=C(N1CCOCC1)N1CCN(S(=O)(=O)c2cccc([N+](=O)[O-])c2)CC1 | -7% | -2% | 16% | 0% | -1% | 0% | 6% | -1% | -6%
COc1ccc(CCNC(=O)c2cc(-c3ccccc3OC)on2)cc1OC | 2% | 7% | 1% | 0% | ? | -4% | 4% | 7% | 0%
CN1C(=O)/C(=C2/C=CC=CN2C)OC1=S | -2% | -1% | 2% | 58%[activator] | 1% | -14% | -3% | -1% | -5%
O=C(NC1CC1)C1CC(=O)N(c2ccc(F)cc2)C1 (stereo not drawn) | 0% | 8% | 17% | 2% | 7% | -1% | -5% | 8% | -6%
O=C(COc1ccc(S(=O)(=O)N2CCOCC2)cc1)NCCCn1ccnc1 | -6% | -2% | 12% | 1% | 1% | 13% | -3% | 5% | -8%
Cc1ccc2oc(=O)n(CC(=O)c3ccc(F)cc3)c2c1 | -2% | 19% | 4% | ? | 1% | -6% | -1% | -7% | ?
O=c1ccc2cc(O)c(O)cc2o1 | -21% | ? | ? | 5% | ? | 71%[activator] | -15% | 2% | -1%
CCOc1ccccc1N(CC)C(=O)c1cc2c(=O)n(CC)c3ccccc3c2s1 | nt | nt | nt | 10µM* | 21µM* | ? | ? | -1% | 12%
CN1C(=O)/C(=C2\SC(=S)N(CCCCCC(=O)O)C2=O)c2ccccc21 | -7% | 8% | 6% | 3% | 40% | -4% | 8% | -4% | 12%
CCOC1=C2[C@@H](CN(S(=O)(=O)c3ccc(C)cc3)[C@H]2c2cccc3ccccc23)[C@H]2C(=O)NC(=O)[C@H]2C1 | nt | -3% | -11% | -13% | 5% | -16% | 0% | 13% | 16%
Cc1ccc(NC(=O)CCn2nnc3ccccc32)cc1 | -9% | ? | 21% | -14% | -10% | -5% | -12% | 5% | -18%

By substructure: the entries above with a nitro group on carbon (3)
molecule | SW480 rerep | HT1080-NT tox | HT1080 IDH1KD tx | GLP1R inv ag | KB-V1 cytotox | HEK293 tox | KB-3-1 tox | GLP-1R agonist | TDP-43 yeast inh
O=C(Nc1nccs1)c1ccc(-c2cccc([N+](=O)[O-])c2)o1 | -6% | 0% | -14% | 13% | -20% | 8% | 8% | 7% | 24%
Cc1ccc[n+](CC(=O)Nc2cccc([N+](=O)[O-])c2)c1 | 1% | -4% | -2% | 6% | ? | 1% | -15% | -5% | -1%
O=C(N1CCOCC1)N1CCN(S(=O)(=O)c2cccc([N+](=O)[O-])c2)CC1 | -7% | -2% | 16% | 0% | -1% | 0% | 6% | -1% | -6%

Bioassay records (PubChem BioAssay)
